Vif-A3G inh: qHTS for Inhibitors of Vif-A3G Interactions: qHTS; DNA dC->dU-editing enzyme APOBEC-3G (Homo sapiens), Q9HC16; HeLa A3G-eYFP + Vif (tagged APOBEC3G with the HIV-1 protein that degrades it), YFP fluorescence, overnight; Potency, µM (highest dose often 46.1 µM), for inactives: at the top dose activity, negative = active, hits mostly inhibitors; actives 0.076% (n = 410,000); AID 602310, 2012;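 also: % is scaled to controls: 0 for no effect and ±100 for the full control effect; nearly all actives have a fitted effect of over 60% in size; hits raise eYFP signal because A3G escapes Vif-driven loss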
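Read-out is eYFP fluorescence (Ex 488/Em 500-530) from Vif-expressing HeLa A3G-eYFP cells; more signal means A3G escaped Vif-mediated degradation. Cells plated overnight, compound pinned in, incubated overnight at 37 deg C.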
RGS4 inhibitor: Inhibitors of Regulator of G Protein Signaling (RGS) 4: qHTS; Transcreener GDP fluorescence polarization, RGS4-accelerated GTP hydrolysis; Potency, µM (top dose mostly 114 µM), for inactives: top-dose activity change, negative = inhibition, actives largely listed as inhibitors; actives 0.039% (n = 390,000); AID 504845, 2011; also: % is scaled to controls: 0 for no effect and ±100 for the full control effect; nearly all actives have a fitted effect of over 75% in size; some results filed as inactive show a strong effect at the top dose
Target sequence (P49798 whole entry, looked up): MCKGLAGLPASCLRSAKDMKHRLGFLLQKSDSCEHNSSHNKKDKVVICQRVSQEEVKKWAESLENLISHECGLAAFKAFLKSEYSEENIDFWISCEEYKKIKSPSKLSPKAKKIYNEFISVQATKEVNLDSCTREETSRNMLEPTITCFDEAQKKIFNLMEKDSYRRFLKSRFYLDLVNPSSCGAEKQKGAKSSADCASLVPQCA
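MLSMR compounds (23 nl, pin-transferred) preincubated 10 min at room temperature with a 500nM (2x) first reagent, then RGS4 at 900nM (2x) plus Transcreener GDP mix added; fluorescence polarization (620/688 nm) read before and after 90 min at 30 °C.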
Vif-A3F inh: qHTS for Inhibitors of Vif-A3F Interactions: qHTS; Potency, µM (top dose mostly 46.1 µM), for inactives: at the top dose activity, negative = active; AID 602313, 2012; HeLa A3F-eYFP + Vif (tagged APOBEC3F with the HIV-1 protein that degrades it), YFP fluorescence increase; actives 0.2% (n = 390,000); also: % of control where 0% means no effect; nearly all actives have a fitted effect of over 65% in size
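HeLa cells stably expressing Vif plus C-terminally eYFP-tagged A3F were seeded, incubated overnight at 37 deg C, dosed with compound, incubated overnight again at 37 deg C. Yellow fluorescence (Ex 488/Em 500-530) reported blocked Vif-mediated A3F-eYFP degradation.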
mIDH1 inhibitor: qHTS for Inhibitors of mutant isocitrate dehydrogenase 1 (IDH1): qHTS | IDH1-R132H enzyme, NADPH consumption, diaphorase/resazurin fluorescence | actives 0.093% (n = 390,000) | Potency, µM (top dose mostly 76.6 µM), without a hit: top-dose activity change, negative = inhibition, hits mostly inhibitors | AID 602179, 2012 | Isocitrate dehydrogenase [NADP] cytoplasmic (Homo sapiens), O75874; also: % is scaled to controls: 0 for no effect and ±100 for the full control effect; nearly all actives have a fitted effect of over 65% in size
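IDH1-R132H (0.5 ug/mL) preincubated 30 min with compound, then NADPH (0.016 mM) and alpha-KG (2 mM) added; 80 min at RT, pH 7.5. Remaining NADPH coupled via diaphorase/resazurin to fluorescence (540/590 nm); concentration-response curves normalized to no-enzyme control.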
USP1-UAF1 inh: Inhibitors of USP1/UAF1: Primary Screen | recombinant USP1/UAF1, Ub-Rhodamine cleavage fluorescence | Ubiquitin carboxyl-terminal hydrolase 1 (Homo sapiens), O94782 | Potency, µM (titrated, usually from 57.1 µM), for the others: at the highest dose activity change, negative = inhibition, actives largely listed as inhibitors | actives 0.23% (n = 390,000); also: % is scaled to controls: 0 for no effect and ±100 for the full control effect; nearly all actives have a fitted effect of over 60% in size; inactives centre near -12
Target sequence (O94782 whole entry, looked up): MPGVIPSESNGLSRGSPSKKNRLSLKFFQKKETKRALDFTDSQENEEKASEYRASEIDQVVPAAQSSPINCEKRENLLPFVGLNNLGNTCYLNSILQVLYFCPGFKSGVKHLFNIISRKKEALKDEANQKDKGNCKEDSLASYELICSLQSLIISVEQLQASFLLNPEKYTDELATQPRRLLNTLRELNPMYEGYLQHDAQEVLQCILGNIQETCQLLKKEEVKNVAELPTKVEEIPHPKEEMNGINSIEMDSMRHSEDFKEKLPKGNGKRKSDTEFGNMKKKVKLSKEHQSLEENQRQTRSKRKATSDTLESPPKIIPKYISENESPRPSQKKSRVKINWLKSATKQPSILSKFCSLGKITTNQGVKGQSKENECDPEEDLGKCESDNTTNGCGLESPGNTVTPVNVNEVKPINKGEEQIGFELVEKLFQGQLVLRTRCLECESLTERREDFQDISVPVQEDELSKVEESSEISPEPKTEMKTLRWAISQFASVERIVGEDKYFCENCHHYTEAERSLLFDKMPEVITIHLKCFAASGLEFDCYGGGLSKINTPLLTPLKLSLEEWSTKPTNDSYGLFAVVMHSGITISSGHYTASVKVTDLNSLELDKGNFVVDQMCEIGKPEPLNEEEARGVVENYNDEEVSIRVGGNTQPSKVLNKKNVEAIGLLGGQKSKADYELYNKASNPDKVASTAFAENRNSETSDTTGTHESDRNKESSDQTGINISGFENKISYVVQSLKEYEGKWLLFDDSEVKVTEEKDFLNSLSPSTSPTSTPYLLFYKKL
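Step one: compound is pinned into 1nM USP1/UAF1 in HEPES pH 7.8 buffer with TCEP. Step two: 15 min room-temperature incubation. Step three: Ub-Rho (150nM final) starts cleavage, tracked by fluorescence over six one-minute reads.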
TrxR1 substrate: qHTS Assay for Substrates of Mammalian Selenoprotein Thioredoxin Reductase 1 (TrxR1): qHTS; AID 588456, 2011; purified TrxR1 substrate turnover, NADPH consumption readout; Thioredoxin reductase 1, cytoplasmic (Rattus norvegicus), O89049; actives 0.01% (n = 390,000); Potency, µM (highest dose often 114 µM), for inactives: at the top dose activity change, negative = substrate turnover; also: % is scaled to controls: 0 for no effect and ±100 for the full control effect; nearly all actives have a fitted effect of over 50% in size
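Rat TrxR1, dispensed at 90 nM, was prereduced with 400 uM NADPH (final) for 5 min at ~22 deg C, then incubated with compound 15 min before 400 uM selenite. A first-read NADPH fluorescence drop versus no-compound background flagged substrates.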
12-LOX inh: Primary qHTS assay for inhibitors of human arachidonate 12S-lipoxygenase (ALOX12): Round 2. purified 12hLO, xylenol orange hydroperoxide absorbance. Potency, µM (top dose mostly 108 µM), without a hit: at the top dose activity change, negative = inhibition, most hits filed as inhibitors. actives 1.1% (n = 580,000). AID 1671190, 2021; also: % is scaled to controls: 0 for no effect and ±100 for the full control effect
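Purified human 12hLO at 150 nM in 25 mM Hepes, 0.01% Triton X-100, pH 7.0, preincubated 15 min at room temperature with compound. Reaction started with 40 uM arachidonic acid, 30 min at room temperature. Hydroperoxide measured by Fe-xylenol orange, 573/405 nm absorbance ratio.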
RXFP1 agonist: qHTS Assay for Agonists of the Relaxin Receptor RXFP1. HEK293T-RXFP1 cAMP TR-FRET, 30 min; response scale: percent of porcine relaxin response, buffer zero. actives 0.3% (n = 370,000). Potency, µM (highest dose often 57.5 µM), for the others: at the highest dose activation, hits mostly activators; also: % is scaled to controls: 0 for no effect and ±100 for the full control effect; nearly all actives have a fitted effect of over 60% in size; many of its hits are not listed in these tables
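Agonist response is measured as cAMP accumulation in an RXFP1-transfected HEK293T line under PDE4 inhibition. Values are scaled between buffer-only and 29 nM porcine relaxin, and EC50s come from standard Hill equation fits.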
TrxR1 inh: qHTS Assay for Inhibitors of Mammalian Selenoprotein Thioredoxin Reductase 1 (TrxR1): qHTS; Thioredoxin reductase 1, cytoplasmic (Rattus norvegicus), O89049; recombinant rTrxR1, NADPH fluorescence consumption, selenite substrate; Potency, µM (series often up to 114 µM), without a hit: top-dose activity change, negative = inhibition, actives largely listed as inhibitors; actives 1% (n = 390,000); AID 588453, 2011; also: % is scaled to controls: 0 for no effect and ±100 for the full control effect; nearly all actives have a fitted effect of over 65% in size
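Rat TrxR1 (90 nM in the dispensed reagent) was pre-reduced with 400 uM NADPH for 5 min at room temperature, then incubated with compound for 15 min. After 400 uM selenite was added, NADPH fluorescence (Ex 340/Em 450 nm) was followed for 8 min.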
* = called active by the depositor; ? = inconclusive; · = no result given; & = joins results of further samples; [ ] = dose if it differs, or a comment. Calls follow the shape of the dose curve; as a rule, active = well fitted curve in the direction sought with a large enough effect; inconclusive = small, poorly fitted or top-dose-only effect, or another doubt; inactive = no such curve, though single readings can be large; an effect the other way counts as inactive or inconclusive. Potency is read from the fitted curve at half-maximal effect. A portion of the library; rates above refer to the full screens.

Sample of the layout:
canonical_smiles,Vif-A3G inh,RGS4 inhibitor,Vif-A3F inh,mIDH1 inhibitor,USP1-UAF1 inh,TrxR1 substrate,12-LOX inh,RXFP1 agonist,TrxR1 inh
Cc1ccc(NC(=O)c2cc(S(=O)(=O)N3CCC4(CC3)OCCO4)ccc2F)cc1,-0.5%,-9.4%,-0.6%,7.7%,-9.4%,-1.5%,21.4%,0.3%,-2.1%
Cc1cc(OC(=O)c2cc(-c3ccc4c(c3)OCCO4)on2)ccc1Cl,3.4%,-5.5%,5.1%,18.1%,-19.8%,7.9%,-10.7%,3.0%,16.9%

All compounds of this part, repeating the preview:
canonical_smiles,Vif-A3G inh,RGS4 inhibitor,Vif-A3F inh,mIDH1 inhibitor,USP1-UAF1 inh,TrxR1 substrate,12-LOX inh,RXFP1 agonist,TrxR1 inh
Cc1ccc(NC(=O)c2cc(S(=O)(=O)N3CCC4(CC3)OCCO4)ccc2F)cc1,-0.5%,-9.4%,-0.6%,7.7%,-9.4%,-1.5%,21.4%,0.3%,-2.1%
Cc1cc(OC(=O)c2cc(-c3ccc4c(c3)OCCO4)on2)ccc1Cl,3.4%,-5.5%,5.1%,18.1%,-19.8%,7.9%,-10.7%,3.0%,16.9%
COc1ccc(-c2ccc(=O)n(CC(=O)Nc3cccc(O)c3)n2)cc1OC,-5.3%,-12.3%,1.3%,-4.1%,-16.4%,-0.9%[57.1 µM],-10.4%,2.1%,3.0%[57.1 µM]
N#Cc1nc(Cc2cccc3ccccc23)oc1N1CCC(C(N)=O)CC1,-4.3%,1.5%,-2.6%,1.0%,-22.8%,-1.6%,-2.4%,1.9%,2.7%
CC(C)=C1SC(N2CCN(c3ccc(Cl)cc3)CC2)=NC1=O,-5.2%,-5.9%,12.1%,5.6%,-24.5%,9.4%[11.4 µM],0.1%,-1.2%,20.6%[11.4 µM]
CC(=O)Nc1ccc(NC(=S)NC(=O)c2ccc([N+](=O)[O-])c(C)c2)cc1,0.5%,-10.2%,0.1%,0.5%,-19.2%,3.4%,-11.8%,-0.3%,-27.4%
O=C(Cc1ccccc1)N1CCN(c2ccccc2F)CC1,-0.1%,-23.6%,-8.1%,6.1%,-11.6%,11.3%,0.5%,1.4%,-0.1%[57.1 µM]
CNC(=O)NC(=O)CSc1nc2sccc2c(=O)n1-c1ccccc1,2.9%,8.7%,-0.3%,-5.1%,-8.5%,-2.9%,-7.1%,5.3%,8.4%
COc1ccc(CNC(=O)c2ccc(CS(=O)(=O)c3ccc(OC)cc3)o2)cc1,-0.1%&-1.9%,-15.1%,-8.0%&0.5%,-5.2%&5.6%,7.9%&-18.7%,3.5%[57.1 µM],-6.9%&-28.1%,0.4%,23.0%[57.1 µM]
CCCCNC(=O)NS(=O)(=O)c1ccc(NC(=O)C(NC(N)=O)C(C)CC)cc1 (stereo not drawn),0.1%,-2.9%,3.1%,9.7%,-12.9%,0.0%,-2.5%,0.0%,17.1%
CCOc1ccc(C(C)(C)C)cc1S(=O)(=O)Nc1ccncc1,-0.6%,12.5%,-8.8%,0.0%,-21.6%,3.5%,-2.1%,-0.9%,26.7%
O=C1c2ccccc2S(=O)(=O)c2cc(C(=O)N3CCCC3)ccc21,-3.8%,0.3%,-5.3%,-12.7%,5.4%,5.6%[57.1 µM],-29.0%,·,13.5%[57.1 µM]
Cc1cccc2cc(CN(C(=O)c3cccc(Cl)c3)c3ccccc3)c(=O)[nH]c12,-1.4%,-4.8%,1.1%,12.5%,-5.0%,4.4%,-66.6%,12.0%,9.7%
CC1(NS(=O)(=O)c2ccc(Cl)s2)CCS(=O)(=O)C1 (stereo not drawn),-1.5%,-9.0%,-7.7%,-3.3%,3.4%,3.5%[57.1 µM],?,·,-9.8%
Cc1ccc2nc(-c3cccnc3)cc(C(=O)Nc3ccccc3[N+](=O)[O-])c2c1,-13.5%,?,2.7%,7.7%,-14.9%,-11.5%,?,2.1%,-7.9%
Cc1ccccc1N(CC(=O)NC1CCCC1)C(=O)c1csnn1,1.1%,27.9%,13.2%,-1.4%,-9.7%,3.9%[57.1 µM],-0.7%,0.3%,4.3%[57.1 µM]
COc1ccc(/C=C2\Sc3ccc(C(=O)NCCN4CCCCCC4)cc3N(C)C2=O)cc1,1.0%,?,7.8%,3.9%,-17.1%,-1.2%,-58.4%,0.1%,-19.4%
Cc1ccc(C(=O)Nc2ccc3c(c2)OCCO3)o1,1.8%,-6.0%,8.8%,8.2%,-9.9%,8.2%,1.0%,-0.3%,21.1%
CCOc1ccc(C(=O)NCCc2sc(-c3ccc(OC)c(OC)c3)nc2C)cc1,-2.0%,4.5%,8.2%,12.7%,-15.3%,15.3%[57.1 µM],-9.7%,8.6%,6.2%[57.1 µM]
CCc1ccc(CN2C(=O)c3ccccc3C2C(=O)NC(C)CC)cc1 (stereo not drawn),1.2%,-4.7%[56.9 µM],6.7%,-7.6%,-10.4%,-7.4%,17.9%,4.7%,-3.4%
O=C(c1cc2cc(Cl)ccc2[nH]1)N1CCCCC1,1.2%,14.3%,-4.9%,5.3%,1.2%,2.2%,-26.8%&-37.0%,-1.0%,33.4%
C=CCN1C(=O)C(Cc2ccc(OC)cc2)S/C1=N/N=C/c1ccco1 (stereo not drawn),-0.5%,-11.3%,1.6%,6.1%,-16.9%,-0.7%,?,5.3%,?
CCOC(=O)c1cnn2c(C)cc(-c3ccc(F)cc3)nc12,0.5%,11.6%,-2.4%,-2.4%,4.8%,59.3%[activator][57.1 µM],0.0%,4.3%,12.5%[57.1 µM]
Cc1c(Cl)cccc1NC(=O)CSc1nc(=O)n(CCCN2CCOCC2)c2c1CCCC2,-4.0%,·,1.2%,2.7%,-12.6%,·,5.3%,·,·
CN(CC(=O)NC1CC1)S(=O)(=O)c1ccc(F)cc1,0.2%,11.0%,-0.7%,-0.4%,-18.5%,1.5%,-6.5%,0.4%,32.7%
O=C(CCC(=O)c1cccs1)NCc1ccccc1,1.7%,-30.3%,0.0%,8.7%,-9.6%,-5.0%,?,-1.9%,-19.2%
CC(CN(C)C)CN1c2ccccc2Sc2ccccc21 (stereo not drawn),1.4%,-2.3%,-0.6%,7.1%,-7.0%,-11.6%,-27.4%,-0.6%,-10.2%
Cc1ccc(S(=O)(=O)N2CCOCC2)cc1NC(=O)Cn1nnc(-c2ccccc2)n1,-5.6%,·,-1.8%,-4.3%,1.2%,·,-2.0%,·,·
CC(C)CNS(=O)(=O)c1ccc(N2CCCCS2(=O)=O)cc1,-1.0%,14.1%,4.3%,-10.0%,8.0%,10.0%[57.1 µM],-20.9%,1.2%,23.6%[57.1 µM]
O=C(NC(=S)Nc1ccccc1N1CCCCC1)c1ccc(-c2cccc([N+](=O)[O-])c2)o1,-2.0%,-28.3%,0.7%,0.5%,-10.6%,-6.6%,-16.3%,0.0%,?
Cc1cccc(NC(=O)Cn2c(=O)n(Cc3ccc(C(=O)NCc4ccc5c(c4)OCO5)cc3)c(=O)c3ccccc32)c1,2.6%,2.1%,1.9%,0.3%,-6.5%,3.7%,0.0%,2.1%,22.8%
COC(=O)c1ccc(NC(=O)COC(=O)C2=NN(c3ccccc3)C(=O)CC2)cc1,-0.3%,13.3%,-0.3%,1.7%,-9.1%,1.6%,22.8%,-0.7%,5.5%
COc1cc(/C=C(\NC(=O)c2ccccc2)C(=O)N2CC3CC(C2)c2cccc(=O)n2C3)cc(OC)c1OC (stereo not drawn),1.3%,18.9%,-0.9%,11.5%,-9.5%,1.8%,0.7%,5.4%,14.4%
O=C(Nc1c(C(=O)N2CCOCC2)cnn1-c1ccccc1)c1ccc(F)cc1,-0.4%,-22.1%,4.5%,-5.3%,2.4%,-13.9%,-26.2%,1.5%,-22.4%
COC(=O)CSc1ncc2c(n1)-c1ccccc1N(Cc1ccc(Cl)cc1)S2(=O)=O,1.2%,-6.0%,1.8%,-10.9%,-16.8%,2.3%[57.1 µM],-17.0%,0.7%,17.9%[57.1 µM]
O=C(COC(=O)c1cccnc1Cl)Nc1ncc(Cl)cc1Cl,1.9%,11.0%,8.8%,-4.1%,-3.2%,6.4%[57.1 µM],-19.8%,9.9%,14.9%[57.1 µM]
